# NCI-60 one-dose screen, 48 h, at 10 µM unless noted. Numbers give growth in % (100 = growth as untreated, 0 = no growth, -100 = all killed).
# SK-MEL-2: SK-MEL-2 melanoma; 77,000 compounds, 4.7% hits; AID 1794763
# LOX IMVI: LOX IMVI melanoma. 79,000 compounds, 7.4% hits. AID 1794757
# MDA-MB-435: MDA-MB-435 melanoma | 82,000 compounds, 7.8% hits | AID 1794794
# MALME-3M: MALME-3M melanoma; 78,000 compounds, 5.8% hits
# UACC-62: UACC-62 melanoma; 81,000 compounds, 5.4% hits
# SK-MEL-28: SK-MEL-28 melanoma | 81,000 compounds, 4.1% hits | AID 1794761
# UACC-257: UACC-257 melanoma; 78,000 compounds, 4.4% hits
# SK-MEL-5: SK-MEL-5 melanoma. 80,000 compounds, 6.4% hits. AID 1794755
# Starred values were filed as active, the others as inactive; · = not tested or not shown; & = joins results of further samples. Rule for the calls: active = growth percent below 10; inactive = the rest.
SMILES,SK-MEL-2,LOX IMVI,MDA-MB-435,MALME-3M,UACC-62,SK-MEL-28,UACC-257,SK-MEL-5
CN(C)CCOC(=O)Nc1c(Cl)cccc1Cl,·,·,114,111,95,108,106,100
COc1ccc(-c2cc(C(=O)N3N=C(c4ccc(N)cc4)CC3c3ccc(Cl)cc3)c3ccccc3n2)cc1 (configuration not stated),20,33,-13*,79,38,63,55,26
CCCCCCCCCCOC(=O)c1nn(C(C)=O)c2cc3c(cc12)OCO3,103,93,106,95,101,108,99,100
COc1cccc(-c2nc3sccn3c2-c2ccnc(NCCCNS(=O)(=O)c3ccccc3)c2)c1,27,35,38,51,-28*,67,51,-30*
Cc1ccc(C(=O)Nc2ccc3c(c2)/C(=C/c2ccc(C)s2)C(=O)N3C)cc1,96,51,93,74,69,97,101,81
CCN1C(=O)N(CC)C2NC(N/N=C/c3ccccc3)=NC21 (configuration not stated),101,98,60,68,92,90,87,96
O=[N+]([O-])c1cccc(-c2nnc(CSc3nnc(-c4ccccc4)o3)o2)c1,104,97,104,100,93,96,96,99
COc1ccc(-c2nc(SCCC(C)C)nc(Nc3ccc(C)cc3)c2C#N)cc1,92,93,100,96,96,108,77,101
Nc1nc2ccccc2c(=O)[nH]1,110,105,100,103,98,106,124,100
CCCCCN1C=C/C(=C\C(=O)N(C)c2ccc(OC(F)(F)F)cc2)c2ccccc21,101,101,105,95,89,109,94,97
COc1cc(-c2nc3ccccc3s2)ccc1OCc1nc2n(n1)S(=O)(=O)c1ccccc1N2C,86,72,90,39,103,103,104,82
CC(C)C[C@@H](C=O)NC(=O)[C@H](Cc1ccccc1)NC(=O)c1cnccn1,111,106,107,111,94,110,106,105

# 6 structures out of the list, arranged by length of the SMILES, ascending:
SMILES,SK-MEL-2,LOX IMVI,MDA-MB-435,MALME-3M,UACC-62,SK-MEL-28,UACC-257,SK-MEL-5
CN(C)CCOC(=O)Nc1c(Cl)cccc1Cl,·,·,114,111,95,108,106,100
CCCCCCCCCCOC(=O)c1nn(C(C)=O)c2cc3c(cc12)OCO3,103,93,106,95,101,108,99,100
O=[N+]([O-])c1cccc(-c2nnc(CSc3nnc(-c4ccccc4)o3)o2)c1,104,97,104,100,93,96,96,99
CC(C)C[C@@H](C=O)NC(=O)[C@H](Cc1ccccc1)NC(=O)c1cnccn1,111,106,107,111,94,110,106,105
CCCCCN1C=C/C(=C\C(=O)N(C)c2ccc(OC(F)(F)F)cc2)c2ccccc21,101,101,105,95,89,109,94,97
COc1cccc(-c2nc3sccn3c2-c2ccnc(NCCCNS(=O)(=O)c3ccccc3)c2)c1,27,35,38,51,-28*,67,51,-30*

# Additional entries.
SMILES,SK-MEL-2,LOX IMVI,MDA-MB-435,MALME-3M,UACC-62,SK-MEL-28,UACC-257,SK-MEL-5
O=CNC1C(O)OC(CO)C(O)C1O (configuration not stated),100,100,107,121,109,117,84,104
COc1cccc(Br)c1OC,115,96,100,105,101,117,84,102
COc1cc(/C=N/Nc2ccc(C)cc2)cc(OC)c1OC,105,95,104,97,100,110,117,104
Nc1nnc(-c2ccccn2)c(-c2c[nH]c3ccccc23)n1,99,93,101,99,89,132,106,101
O=C(NCCNc1cc(-c2cn(-c3ccccc3)nc2-c2cccc(O)c2)ccn1)Nc1ccccc1,86,83,93,92,70,103,59,64
Cc1cccc2cc(-c3cc(-c4ccccc4)nc(=S)[nH]3)c(Cl)nc12,28,67,-6.6*,61,38,60,78,24
O=c1c2ccccc2nnn1Cc1ccco1,·,102,114,·,112,105,105,102
CC12CC[C@@H]3[C@]4(C)COC(c5cn[nH]c5-c5ccc(F)cc5)O[C@@H]4CC[C@@]3(C)[C@@H]1CC(C1=CCOC1=O)O2 (some centres not stated),82,90,96,83,65,105,91,74
Nc1cc(SCc2ccccc2)nc(N)n1,97,100,103,94,96,105,96,102
COc1ccc(/C(=C\c2cc(OC)c(OC)c(OC)c2)C(=O)Nc2nc3ccc(N)cc3s2)cc1OC,102,94,101,97,91,101,95,92
Cc1nn(-c2ccc(Cl)cc2)c(=O)n1CCOc1ccccc1Cl,126,90,107,103,101,97,105,105
COc1ccc(/C=C2/Sc3c(F)cccc3C2=O)cc1,69,95,42,97,65,81,82,93

# Single records, from the list above. Values in the order: SK-MEL-2, LOX IMVI, MDA-MB-435, MALME-3M, UACC-62, SK-MEL-28, UACC-257, SK-MEL-5
# O=CNC1C(O)OC(CO)C(O)C1O (configuration not stated) is listed with 100, 100, 107, 121, 109, 117, 84, 104
# CC12CC[C@@H]3[C@]4(C)COC(c5cn[nH]c5-c5ccc(F)cc5)O[C@@H]4CC[C@@]3(C)[C@@H]1CC(C1=CCOC1=O)O2 (some centres not stated) is listed with 82, 90, 96, 83, 65, 105, 91, 74
# Cc1nn(-c2ccc(Cl)cc2)c(=O)n1CCOc1ccccc1Cl is listed with 126, 90, 107, 103, 101, 97, 105, 105
# Nc1nnc(-c2ccccn2)c(-c2c[nH]c3ccccc23)n1 is listed with 99, 93, 101, 99, 89, 132, 106, 101
# O=C(NCCNc1cc(-c2cn(-c3ccccc3)nc2-c2cccc(O)c2)ccn1)Nc1ccccc1 is listed with 86, 83, 93, 92, 70, 103, 59, 64

# The list continues.
SMILES,SK-MEL-2,LOX IMVI,MDA-MB-435,MALME-3M,UACC-62,SK-MEL-28,UACC-257,SK-MEL-5
CNCCCC1c2ccccc2C=Cc2ccccc21,92,71,93,114,67,87,96,75
CCOC(=O)C(NC(=O)NC)C(=O)OCC,98,98,112,101,97,101,·,101
NC(N)=NC(N)=Nc1ccc(O)cc1,110,99,128,118,110,154,108,98
C/C(=C\COc1c2c(cc3c1CCO3)OC1(C=C2)OC(CC/C(C)=C/COc2c3ccoc3cc3oc(=O)ccc23)C(C)(C)O1)CCC(O)C(C)(C)O (configuration not stated),82,60,74,93,52,91,60,46
COc1ccc(/C=C/C(=O)c2nnn(-c3ccc(Br)cc3)c2C)cc1OC,89,43,61,83,62,96,85,64
CCOC(=O)C(C#N)(CC)C(C)CC (configuration not stated),106,105,111,111,109,108,102,104
NC(=O)c1cccc(-n2ccc3cc(NC(=O)Nc4cccc(C(F)(F)F)c4)ccc32)n1,103,86,80,75,91,90,102,93
Cc1cc(C)cc(OCC(=O)O)c1,91,99,104,92,99,107,100,110
Cc1ccc(N/C=C/C(=O)O)nc1,107,104,101,89,93,111,102,101
COC(=O)c1nc2c(cnn2-c2nnc3n(-c4ccccc4)c(=O)/c(=C\c4ccc(OC)cc4)n23)c(N)c1C(=O)OC,109,96,103,93,95,107,105,101
C[n+]1c(-c2ccccc2)c2cc(N)ccc2c2ccccc21,20,40,32,-20*,0.2*,10,8.1*,0.3*
CC12CC[C@@H]3[C@]4(C)COC(c5cn[nH]c5-c5cccc(Cl)c5)O[C@@H]4CC[C@@]3(C)[C@@H]1CC(C1=CCOC1=O)O2 (some centres not stated),42,40,44,40,27,36,43,8.9*
O=C(CCCCCCC(=O)Nc1ccc(-c2csc3c(=O)cc(N4CCOCC4)oc23)cc1)NO,85,93,89,85,54,88,74,81
NC(=O)c1ccc[n+](Cc2ccccc2)c1,110,96,98,75,100,103,95,98
Cc1ccc(C2=Nn3c(C)nnc3SC2)cc1,103,100,99,106,95,107,98,100
COC(=O)c1ccccc1OCc1cc(=O)oc2ccc(C)cc12,105,93,107,93,100,107,95,94
CCN(CC)CC[n+]1cc2cc(OC)c(OC)cc2c2ccc3cc4c(cc3c21)OCO4,15,-86*,25,-2.5*,32,23,18,-68*
Nc1no[n+]([O-])c1-c1csc(-n2nc(-c3ccccc3)cc2-c2ccccc2)n1,94,97,101,98,100,112,103,·
Nc1[nH]c(=O)n(Cc2ccccc2)c(=O)c1Cc1ccccc1,104,93,102,98,94,108,99,100
NC(=O)c1nnn(Cc2ccccc2)c1N,103,99,108,102,89,122,98,107
N#Cc1c(Cl)nc(SCC(=O)N2CCN(c3cc4c(cc3F)c(=O)c(C(=O)O)cn4C3CC3)CC2)nc1-c1ccccc1,108,96,103,102,97,104,100,102
N/C(=N\c1nc2ccccc2o1)NC(=O)Nc1ccccc1,108,105,92,88,89,98,97,98
Clc1ccc(-n2cnc3c(Nc4ccccn4)nc(Cl)nc32)c(Cl)c1,102,99,107,100,80,105,101,102
COc1cc(/C=N/NC(=O)CN2c3ccccc3Sc3ccccc32)cc(OC)c1OC,100,87,99,99,77,110,109,97
CCOC(=O)c1cnc2ccccc2c1Nc1cccc(S(=O)(=O)NC)c1,106,87,98,108,75,105,104,75
CCOC(=O)c1c2c(n3ccc(NC(=O)CCN4CCCC4)cc13)C(=O)c1ncccc1C2=O,94,-73*,-69*,66,-12*,96,105,69
CC=C1C=C(C(C)(C)C)C(=O)C(C(C)(C)C)=C1,95&113,102&109,109&101,103&97,92&101,104&106,80&100,107&103
Cc1cc(C)n2nc(N)nc2n1,123,98,103,117,113,117,110,111
COC(=O)C1CCCN1C(=O)CNC(=O)OC(C)(C)C (configuration not stated),104,99,121,122,90,109,99,102
O=Cc1c(-c2ccccc2)nc2sc(-c3c[nH]c4ccccc34)nn12,99,91,98,100,88,·,106,93
CCN(Cc1ccc(S(=O)(=O)O)cc1)c1cccc(C)c1,91,·,112,114,102,112,95,104
N=Nc1nc2nc(O)c(O)n2[nH]1,98,102,105,96,88,108,103,101
N#Cc1cnn(-c2ccc(-c3ccc(Cl)cc3)nn2)c1N,94,103,99,99,104,104,106,99
COc1ccc2nc(N)sc2c1,121,92,112,110,95,105,115,103
COc1ccc(C(=O)/C=C/c2cn(-c3ccccc3)nc2-c2cccc(Nc3ccnc4cc(Cl)ccc34)c2)cc1,·,104,66,57,90,95,90,88
CC(=O)Nc1ccc(-c2ccc3c(c2)NC(=O)/C3=C\c2ccc[nH]2)cc1,96,84,91,109,105,116,119,100
NS(=O)(=O)c1ccc(N=Nc2c(O)n(CC(=O)Nc3ccccc3)c3ccccc23)cc1,43,·,9.5*,21,22,-2.1*,62,25
Cc1ccc(NC(=O)c2ccccc2C)cc1,104,98,101,95,·,106,·,104
Cc1nn(-c2ccc(C#N)cc2)c(C)c1N=Nc1ccccc1,88,100,105,85,91,117,93,99
Nc1nc2ncc(CCNc3ccc(C(=O)O)cc3)nc2c(=O)[nH]1,96,102,112,137,111,118,104,·
C=C1CCC2C3(C)COC(c4ccc(Cl)cc4)OC3CCC2(C)C1/C=C/C1=CCOC1=O (configuration not stated),91,44,75,67,51,62,45,27
CCN(CC)Cc1cc(Nc2cc(C(F)(F)F)c(C#N)c3nc4ccccc4n23)ccc1O,4.4*,12,17,·,9.5*,30,·,-36*
O/N=C\c1cccc2ccccc12,94,101,103,100,100,110,103,103
Cc1ccc(SCN2CCN(c3cccc(Cl)c3)CC2)cc1,102,82,90,87,89,120,·,94
O=c1c2cc3c(=O)n(O)c(=O)c3cc2c(=O)n1O,119,101,104,109,100,111,109,103
COc1ccc(Nc2n[nH]c(-c3ccc(Cl)cc3)c2C#N)cc1,114,111,108,132,90,117,86,108
COc1ccc(Sc2ccc3[nH]c(=O)nc(N)c3c2)cc1,104,100,100,102,105,104,92,103
CCCCCCCCC1OC(C)CC(C)(C)O1 (configuration not stated),106,98,99,93,·,96,75,96

# 2 entries from above in a different format.
# Each structure is followed by: SK-MEL-2, LOX IMVI, MDA-MB-435, MALME-3M, UACC-62, SK-MEL-28, UACC-257, SK-MEL-5
N/C(=N\c1nc2ccccc2o1)NC(=O)Nc1ccccc1
→ 108, 105, 92, 88, 89, 98, 97, 98
COc1ccc(-c2nc(SCCC(C)C)nc(Nc3ccc(C)cc3)c2C#N)cc1
→ 92, 93, 100, 96, 96, 108, 77, 101

# (list continues)
SMILES,SK-MEL-2,LOX IMVI,MDA-MB-435,MALME-3M,UACC-62,SK-MEL-28,UACC-257,SK-MEL-5
Cc1ccc(C2=C/C(=C/c3ccc(Br)cc3)C(=O)N2CCc2ccc(S(N)(=O)=O)cc2)cc1,99,100,101,93,79,104,101,95
O=C(Nc1cccc(C2=NCCN2)c1)c1cccc(C(=O)Nc2cccc(C3=NCCN3)c2)c1,103,91,99,97,94,102,96,99
CC(=O)c1ccc(S(=O)(=O)Cl)cc1,109,103,106,·,101,98,92,101
CCCCN(Cc1ccc(C(=O)NO)cc1)C(=O)Nc1ccc(OCCCCCn2cc(CNc3cccc4c3C(=O)N([C@@H]3CCC(=O)NC3=O)C4=O)nn2)cc1,101,81,103,63,85,89,88,·

# Assay outcomes deposited in PubChem BioAssay by NCI.
